Bioassay records from PubChem.
Anthrax LF inh2 – Bacillus anthracis LF protease inhibitors, primary screen, biochemical, multiplex microsphere, MLPCN library | Lethal factor (Bacillus anthracis), P15917 | multiplex microsphere protease cleavage assay | inhibition, % at 10 µM | 360,000 compounds, 0.12% hits | AID 588501, 2011; note: plate controls were buffer without enzyme for full effect and enzyme alone for no effect
BoNT F protease – BoNT/F light chain protease inhibitors, primary screen, biochemical, flow cytometry, MLPCN library. 360,000 compounds, 0.22% hits. Multiplex microsphere protease cleavage assay. Botulinum neurotoxin type F light chain protease (Clostridium botulinum). inhibition, % at 10 µM. AID 588497, 2011; in the data active = inhibition above about 35%, passing the limit was not always enough; inconclusive = no clear call, values can overlap the other calls; note: plate controls were buffer without enzyme for full effect and enzyme alone for no effect
GDH-TPI counter – GDH-TPI coupling enzyme inhibitors, primary screen, artefact control for M. tuberculosis FBA inhibitor project, biochemical, absorbance, full deck. GDH-TPI coupled enzyme counterscreen, NADH absorbance. inhibition, % at 4.8 µM. 360,000 compounds, 1.2% hits; in the data active = inhibition above about 30%;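 note: 0% = DMSO wells and 100% = wells lacking the enzyme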
BoNT-A LC inh2 – BoNT/A light chain protease inhibitors, primary screen, biochemical, flow cytometry, MLPCN library; Botulinum neurotoxin type A light chain protease (Clostridium botulinum A str. ATCC 3502); multiplex microsphere protease substrate cleavage; inhibition, % at 10 µM; 360,000 compounds, 0.17% hits; note: plate controls were buffer without enzyme for full effect and enzyme alone for no effect
UGM FP inh – M. tuberculosis UGM enzyme inhibitors, primary screen, biochemical, fluorescence polarization, single point | 320,000 compounds, 0.06% hits | purified UGM, fluorescence polarization probe displacement | AID 504406, 2011 | UDP-galactopyranose mutase (Mycobacterium tuberculosis (strain ATCC 25618 / H37Rv)), … | inhibition, % at 10 µM; in the data active = inhibition above about 10%, passing the limit was not always enough; inconclusive = no clear call, values can overlap the other calls
Target sequence (P9WIQ1 whole entry, looked up): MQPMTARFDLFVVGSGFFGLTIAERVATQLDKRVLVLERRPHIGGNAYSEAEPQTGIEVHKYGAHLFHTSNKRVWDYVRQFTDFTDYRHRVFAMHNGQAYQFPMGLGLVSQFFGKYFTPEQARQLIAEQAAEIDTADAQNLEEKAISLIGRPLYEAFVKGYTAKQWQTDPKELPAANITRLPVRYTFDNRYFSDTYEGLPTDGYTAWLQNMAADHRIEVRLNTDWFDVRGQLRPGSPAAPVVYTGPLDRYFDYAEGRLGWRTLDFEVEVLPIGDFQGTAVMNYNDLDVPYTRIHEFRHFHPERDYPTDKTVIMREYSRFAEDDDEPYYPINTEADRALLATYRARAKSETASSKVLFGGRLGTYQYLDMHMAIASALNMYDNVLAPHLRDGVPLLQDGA
Mtb FBA inh – Mtb FBA enzyme inhibitors, primary screen, biochemical, fluorescence, strain H37Rv. Fructose-bisphosphate aldolase (Mycobacterium tuberculosis (strain ATCC 25618 / H37Rv)), …. inhibition, % at 1 µM. purified M. tuberculosis FBA, fluorescence read-out. 360,000 compounds, 2.3% hits; in the data active = inhibition above about 27%;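 note: 0% = vehicle and 100% = reference inhibitor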
Target sequence (P9WQA3 whole entry, looked up): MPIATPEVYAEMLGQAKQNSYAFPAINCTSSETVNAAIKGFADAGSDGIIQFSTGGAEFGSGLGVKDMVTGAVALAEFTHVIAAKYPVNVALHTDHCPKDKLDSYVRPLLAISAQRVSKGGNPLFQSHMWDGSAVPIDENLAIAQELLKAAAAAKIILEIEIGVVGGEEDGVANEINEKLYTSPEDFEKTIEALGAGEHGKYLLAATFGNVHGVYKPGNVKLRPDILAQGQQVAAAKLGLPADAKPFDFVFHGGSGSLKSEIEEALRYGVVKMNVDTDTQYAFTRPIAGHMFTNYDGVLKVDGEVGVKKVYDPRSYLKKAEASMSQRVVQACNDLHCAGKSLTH
PfHsp40 rescue – rescue of yeast from PfHsp40 toxicity, primary screen, S. cerevisiae, ATP luminescence | S. cerevisiae expressing PfHsp40, growth rescue | AID 504582, 2011 | growth rescue, % at 12.5 µM | 340,000 compounds, 0.68% hits; in the data active = growth rescue above about 28%, passing the limit was not always enough; inconclusive = no clear call, values can overlap the other calls;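 note: yeast W303a lacking pdr1 and pdr3 grown in galactose medium; growth measured after three days at 30 °C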
Mtb BioA inh – M. tuberculosis BioA enzyme inhibitors, primary screen, biochemical, plate reader, single point, HTS | 7,8-diaminopelargonic acid synthase BioA (Mycobacterium tuberculosis) | purified M. tuberculosis BioA enzyme | inhibition, % at 9.99 µM | 360,000 compounds, 0.096% hits | AID 602481, 2012; in the data active = inhibition above about 40%; inconclusive = no clear call, values can overlap the other calls
FadD28 FP inh – inhibitors of FadD28 bisubstrate probe binding, primary screen, biochemical, fluorescence polarization, single point; 360,000 compounds, 0.22% hits; inhibition, % at 12.5 µM; Mycobacterium tuberculosis FadD28 fatty-acid-AMP ligase; in the data active = inhibition above about 8.5%, passing the limit was not always enough; inconclusive = no clear call, values can overlap the other calls
Active calls of the source: *; u = inconclusive; x = not tested or not shown; & = joins results of further samples. Cut-off read from the data, not from the text of the source, unless noted: active = inhibition above about 30%; inconclusive = no clear call, values can overlap the other calls; inactive = below that.

compound	Mtb FBA inh	Mtb BioA inh	BoNT F protease	GDH-TPI counter	UGM FP inh	Anthrax LF inh2	PfHsp40 rescue	FadD28 FP inh	BoNT-A LC inh2
CCOC(=O)N1CCN(C(=O)C(C)(C)Oc2ccc(Cl)cc2)CC1	-0.2	-0.5	-3.9	-13.9	-4.0	-14.2	2.2	-1.2	-0.7
Cc1ccc(-n2nc(CN3CCOCC3)c(-c3ccccc3)c2N)c(C)c1	6.5	x	-3.0	4.8	0.8	-0.3	1.0	-1.6	-1.5
COc1ccc(OC)c(-c2nn(-c3ccccc3)cc2C(=O)NCC(c2cccs2)N2CCOCC2)c1 (stereo unspecified)	-1.3	x	u	-1.4	1.2	u	x	-4.9	u
O=C(CN1C(=O)c2ccccc2C1=O)Nc1cccc(S(=O)(=O)Nc2ccccc2Cl)c1	-4.5	x	-3.0	4.2	-1.5	-1.0	0.5	-1.8	-0.2
CN1C2CCC1CC(OC(=O)c1ccc(Cl)cc1)C2 (stereo unspecified)	0.9	0.9	-1.1	1.4	1.5	-0.7	-0.4&-0.5	-3.2	-0.2
Cc1ccc(S(=O)(=O)N2CCC(C(=O)Nc3ccc(N4CCOCC4)cc3)CC2)cc1C	2.5	x	-0.6	-1.1	x	3.2	0.6	-1.5	0.7
CS(=O)(=O)N1CCN(c2ccc(NC(=O)COc3ccccc3)cc2)CC1	-2.8	-1.6	-1.3	8.8	-1.8	-6.8	0.6	-2.1	-0.2
O=C(O)c1cc(NN=C2CCN(Cc3ccccc3)CC2)ccc1Cl	0.8	2.0	41.8*	3.4	1.4	-5.3	-0.1	1.1	6.6
O=C(NCC(c1cccnc1)N1CCN(c2ccccc2)CC1)Oc1ccccc1 (stereo unspecified)	-1.1	-1.9	1.9	-2.5	4.0	2.0	1.0	-3.7	1.9
Cc1ccnc(NC(=O)CNC(=O)c2ccc3ccccc3c2)c1	4.7	x	x	-1.1	0.2	x	0.2	-4.2	x
CCN(CC)C(=O)[C@H]1CC(CC(=O)NCCN2CCOCC2)C(=O)N2CCc3c([nH]c4ccc(OC)cc34)[C@]12C (stereo partly specified)	-1.9	0.2	3.9	-0.9	x	-5.3	14.0	-4.4	0.1
COc1ccc(/C=N/N2CCOCC2)cc1OCc1ccccc1	2.4	-1.2	-3.3	-1.9	3.0	0.8	-2.0	-3.2	0.1
COCc1cc(C)nc(OCC(=O)N/N=C/c2ccc(C)o2)c1C#N	-3.0	x	5.4	9.8	0.5	-2.4	-0.4	-1.2	0.6
CC(C)(C)c1ccc(C(=O)NC(=S)NNC(=O)c2cccs2)cc1	-2.4	1.8	-6.2	17.8	0.4	-1.8	464.5*	-0.6	-1.4
CC(=O)c1cccc(NC(=O)c2onc(C)c2Cl)c1	-1.5	0.7	0.1	1.4	x	1.9	-1.2	-2.5	0.2
COc1ccc(Nc2nc(-c3ccccc3)cs2)cc1	2.5	-1.2	-3.5	2.5	2.2	-4.4	-0.3	-0.1	-2.1
O=C(CN1CCCc2ccccc21)NCc1ccccc1Cl	-1.2	x	1.2	-8.5	0.9	3.0	-0.8	-2.2	0.9
C/C(=N\NC(=O)CNC(=O)c1ccccc1Br)c1ccco1	-5.3	-0.2	1.3	0.4	-1.2	-3.0	0.4	-1.1	0.7
C/C(CC(=O)NC1CCCCC1)=N\NC(=O)c1ccc(Br)cc1	5.5	0.8	-0.5	3.0	3.7	-1.6	2.5	1.2	0.6
CCCCCC(=O)N1C[C@@H](O)[C@H](n2cc(C3CC3)nn2)C[C@@H]1c1ccc(Cl)cc1	-2.5	1.0	-2.1	-5.2	x	-3.3	x	-4.3	-0.2
CC(=O)NCC1COc2ccccc2O1 (stereo unspecified)	-3.0	-0.9	-5.4	3.8	-0.3	-6.7	0.9	-0.6	0.4
O=C(Nc1ccc(C(F)(F)F)cc1)C1CCCN1S(=O)(=O)c1cccc2cccnc12 (stereo unspecified)	-0.5	-1.2	-5.7	9.6	2.9	-8.8	2.8	-4.1	-1.2
COc1ccc(C(=O)CC2(C(=O)O)CCCCC2)cc1	1.9	2.7	3.8	3.4	2.0	11.5	0.4	-0.9	-0.1
CC(=O)c1cc2c(cc1NC(=O)CCn1cccc1)OCO2	0.8	-0.2	2.2	4.4	-0.6	-0.4	0.6	-1.9	-0.8

One compound at a time, from the list above:
`COCc1cc(C)nc(OCC(=O)N/N=C/c2ccc(C)o2)c1C#N` is listed with Mtb FBA inh: -3.0; Mtb BioA inh: x; BoNT F protease: 5.4; GDH-TPI counter: 9.8; UGM FP inh: 0.5; Anthrax LF inh2: -2.4; PfHsp40 rescue: -0.4; FadD28 FP inh: -1.2; BoNT-A LC inh2: 0.6
`CCCCCC(=O)N1C[C@@H](O)[C@H](n2cc(C3CC3)nn2)C[C@@H]1c1ccc(Cl)cc1` is listed with Mtb FBA inh: -2.5; Mtb BioA inh: 1.0; BoNT F protease: -2.1; GDH-TPI counter: -5.2; UGM FP inh: x; Anthrax LF inh2: -3.3; PfHsp40 rescue: x; FadD28 FP inh: -4.3; BoNT-A LC inh2: -0.2

The results go on:
compound	Mtb FBA inh	Mtb BioA inh	BoNT F protease	GDH-TPI counter	UGM FP inh	Anthrax LF inh2	PfHsp40 rescue	FadD28 FP inh	BoNT-A LC inh2
COc1ccc2oc(=N)c(C(=O)Nc3ccccc3)cc2c1	4.5	-1.4	-0.2	10.2	2.9	-1.8	1.4	-2.9	-0.2
Cc1ccnc(SCCn2c(N3CCCCC3)nc3c2c(=O)n(C)c(=O)n3C)n1	2.8	-2.9	5.2	29.9	-0.7	-4.2	-0.5	0.0	1.4
CC(C)[C@H](NC(=O)[C@@H]1CSCN1C(=O)OC(C)(C)C)C(=O)NCC1CCC(C(=O)O)CC1 (stereo partly specified)	1.0	-0.4	1.8	0.6	-0.8	-1.4	-1.2	-4.2	0.3
c1ccc(CNc2c3c(nc4ccccc24)CCC3)cc1	-2.0	9.7	x	16.9	-1.5	x	-0.8	-4.2	x
CCc1noc(C)c1C(=O)Nc1nc(-c2ccc(OC)c(OC)c2)cs1	1.6	x	-4.0	5.6	-0.7	-4.2	-0.4	-4.2	1.6
O=C(CCN1C(=O)c2cccc3cccc(c23)C1=O)NCc1ccco1	9.3	x	2.0	13.1	-1.9	-1.4	0.0	-1.9	-0.3
CCN(CC)CCOC(=O)c1ccc(NC(=O)CCCN2C(=O)S/C(=C/c3ccc(OC)cc3)C2=S)cc1	1.3	-4.4	0.7	2.3	-1.4	5.0	0.7	-2.1	-0.2
COC(=O)c1cc2occc2n1CC(=O)Nc1ccc(OC)c(OC)c1	-1.6	12.1	-4.6	16.5	2.7	-6.0	-1.4	-0.1	-0.4
CC(=O)c1ccc(S(=O)(=O)Nc2ccc(-n3c(C)nc4ccccc4c3=O)cc2)cc1	1.0	0.4	u	6.5	5.0	-2.2	-0.9	1.7	-6.9
COc1ccc(OC)c(C2/C(=C(/O)c3ccc(C)cc3)C(=O)C(=O)N2Cc2ccco2)c1 (stereo unspecified)	1.0	x	-0.9	10.9	0.1	-0.2	-1.4	-0.6	-0.1
Cn1cccc1/C=N/NC(=O)CNc1cccc2ccccc12	7.0	10.6	-43.9	7.0	-1.2	-12.4	x	-4.3	-3.7
COCc1c(C(=O)N2CCN(S(=O)(=O)c3ccccc3Cl)CC2)oc2ccccc12	0.2	-0.5	0.8	6.6	-0.9	-13.3	4.1	0.0	0.4
COCCN(C(=O)CSc1nc2ccccc2s1)c1c(N)n(Cc2ccccc2)c(=O)[nH]c1=O	0.7	-1.7	x	-3.2	x	x	-0.7	-1.9	x
Cc1ccc(C)c(C(=O)CCC(=O)OCn2nnc3ccccc3c2=O)c1	2.5	0.2	-7.5	6.2	-3.1	1.5	-1.2	-2.0	-1.1
Cc1ccc(S(=O)(=O)N(CC(=O)Nc2ccccc2-c2ccccc2)c2ccc(C)cc2C)cc1	6.8	-1.6	-5.0	10.7	-1.2	-1.6	-0.8	-1.6	0.4
COc1ccccc1NC(=O)Cc1noc(CSc2n[nH]c(N)n2)n1	-0.7	x	0.1	1.6	-0.8	-4.6	-0.6	-0.9	-0.1
NC(=O)CC(NC(=O)c1ccc(Br)cc1)c1ccc(NC2CCCCCCC2)c([N+](=O)[O-])c1 (stereo unspecified)	-5.3	-4.1	-2.4	5.2	1.8	-4.4	10.5	-3.7	-0.3
CCOc1ccc(S(=O)(=O)N2CCCC(C(=O)NCCN3CCOCC3)C2)cc1Cl (stereo unspecified)	-0.4	0.2	5.3	-7.2	-1.7	1.8	-0.8	-2.8	-2.2
CC1CC(C)CN(C(=O)COC(=O)c2ccc3ccccc3n2)C1 (stereo unspecified)	3.6	0.5	2.7	1.4	5.3	3.0	-0.1	-2.8	0.3
O=C(O)Cc1coc2ccc3ccccc3c12	1.7	x	-2.2	-3.7	-2.0	-4.4	0.4	-1.8	-0.3
O=C(CO/N=C/c1ccccc1O)N1CCc2ccccc21	-2.2	-1.2	0.4	-4.4	0.5	-1.9	0.3	-2.5	-0.2
O=C1C(=NO)CCc2ccccc21	2.2	-1.4	-4.8	0.5	x	-4.7	-0.9	-0.1	-0.1
O=C(OCc1ccccc1F)c1cc2ccccc2cc1O	0.3	-1.1	-14.5	0.5	0.4	2.1	-1.1	-2.5	3.6
CC1(C(=O)NCc2ccc3c(c2)OCO3)CCN1C(=O)Cc1ccc(Cl)cc1Cl (stereo unspecified)	1.5	0.1	-4.9	4.9	x	-6.6	x	-2.8	-0.4
COc1ccc2c(c1)nc(N)n2Cc1ccccc1	2.8	-1.4	-3.9	11.4	0.7	-3.5	0.0	1.1	-0.4
CC(=O)c1ccc(CCCc2ccc(C(C)=O)cc2)cc1	-0.8	6.1	-4.2	-2.2	x	-5.6	4.2	2.4	-0.1
CC1(C)CSC(=NCc2ccccc2)N1	1.3	-0.1	5.0	2.9	-1.8	8.2	1.0	1.5	-1.1
O=C(NCCCn1ccnc1)c1cc(-c2cccc(O)c2)on1	3.3	x	0.7	16.9	-0.3	-0.3	-0.4	-1.1	1.2
